MsrA act = activators of bovine methionine sulfoxide reductase A; purified bovine MsrA, absorbance read-out; activation, % at 10.6 µM; actives 0.3% (n = 360,000); in the data active means activation above about 7.5%;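 further: 0% = vehicle and 100% = reference activator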
PABP1 MLLE inh = blocks PAM2 peptide binding to the PABP1 MLLE domain. GST-MLLE / FITC-PAM2 fluorescence polarization. inhibition, % at 20 µM. P11940. actives 0.36% (n = 360,000); in the data active means inhibition above about 35%, passing the limit was not always enough;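 further: plate controls were DMSO wells with GST-MLLE for no effect and wells lacking GST-MLLE protein for full effect; some results filed as inactive read as strong as hits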
Target sequence (P11940 whole entry, looked up, the tested form may be a part): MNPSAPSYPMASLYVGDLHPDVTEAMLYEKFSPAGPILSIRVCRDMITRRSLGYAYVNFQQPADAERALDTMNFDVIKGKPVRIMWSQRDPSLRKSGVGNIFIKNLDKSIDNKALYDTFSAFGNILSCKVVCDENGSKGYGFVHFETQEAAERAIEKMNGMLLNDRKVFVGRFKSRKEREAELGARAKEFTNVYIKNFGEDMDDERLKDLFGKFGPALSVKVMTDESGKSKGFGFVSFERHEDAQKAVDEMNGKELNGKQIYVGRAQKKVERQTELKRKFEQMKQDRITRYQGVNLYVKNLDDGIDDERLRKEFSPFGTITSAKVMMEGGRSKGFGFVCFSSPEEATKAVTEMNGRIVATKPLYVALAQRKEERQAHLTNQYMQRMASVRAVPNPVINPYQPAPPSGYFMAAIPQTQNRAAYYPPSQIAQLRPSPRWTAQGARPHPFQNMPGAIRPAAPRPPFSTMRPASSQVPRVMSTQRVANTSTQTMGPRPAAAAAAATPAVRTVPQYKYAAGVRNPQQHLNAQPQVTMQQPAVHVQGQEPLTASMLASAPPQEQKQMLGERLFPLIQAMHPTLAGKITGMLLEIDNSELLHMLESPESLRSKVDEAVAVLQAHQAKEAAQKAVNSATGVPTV
CSN inh = CSN deneddylation inhibition; Q92905; Purified CSN, SCF-Nedd8-OG deneddylation, fluorescence polarization; inhibition, % at 12.5 µM; actives 0.38% (n = 360,000); AID 651999;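 active means pattern-corrected inhibition above about 35%, with an unprinted fluorescence ratio check between 0.5 and 1.5, limit read from the data, passing the limit was not always enough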;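 further: 0% = enzyme with substrate and 100% = substrate without enzyme; some results filed as inactive read as strong as hits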
Target sequence (Q92905 whole entry, looked up, one chain of several): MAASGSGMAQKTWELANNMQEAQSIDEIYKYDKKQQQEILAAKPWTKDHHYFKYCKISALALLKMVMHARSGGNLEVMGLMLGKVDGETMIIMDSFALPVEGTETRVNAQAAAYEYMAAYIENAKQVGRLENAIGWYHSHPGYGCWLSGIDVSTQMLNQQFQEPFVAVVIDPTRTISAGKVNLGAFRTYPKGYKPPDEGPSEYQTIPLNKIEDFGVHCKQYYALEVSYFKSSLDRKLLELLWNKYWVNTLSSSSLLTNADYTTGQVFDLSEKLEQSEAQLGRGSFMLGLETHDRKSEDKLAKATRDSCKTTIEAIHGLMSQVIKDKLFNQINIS
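assay system = purified human Csn5 enzyme expressed in HEK293T cells | amount = 0.24 nM enzyme | buffer or medium = Tris/NaCl/DTT buffer, pH 7.5 | reagent = 10 nM SCFSkp2-Nedd8OG | compound = one concentration, 12.5 µM, 0.25% DMSO | times = 90 min reaction at room temperature | signal = FP | read-out basis = % inhibition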
TbMetRS inhib = Trypanosoma brucei MetRS inhibition; actives 0.4% (n = 360,000); inhibition, % at 11.9 µM; AID 624268; purified T. brucei MetRS, ATP depletion, Kinase-Glo luminescence;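 active means inhibition above a per-plate cutoff of the control wells' mean inhibition plus 3 SD, cut at about 5.5% in these data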;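 further: 0% = DMSO wells median and 100% = median of wells with control inhibitor compound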
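Dosing: 11.9 µM single point; system: parasite MetRS enzyme; technique: luminescence of leftover ATP; times: 15 min enzyme-compound preincubation, 2 h reaction, 10 min detection, 25 °C; replicates: each compound tested once; read-out basis: percent inhibition relative to median high and low control wells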
Rin1 Abl inh = inhibitors of human Rin1-Abl protein interaction | P00519+Q13671 | TR-FRET Rin1/Abl binding, biochemical | inhibition, % at 7.35 µM | actives 0.4% (n = 360,000) | AID 588664; in the data active means inhibition above about 5%, passing the limit was not always enough
Neddylation inh = blocks human cullin neddylation | P61081+Q13564 | TR-FRET cullin neddylation, biochemical | calls only at 25 µM | actives 0.58% (n = 360,000); in the data active means inhibition above about 36%
FAS-TE inh = FAS thioesterase (human) inhibition | P49327 | recombinant FAS-TE, OMFH fluorogenic substrate, fluorescence endpoint | inhibition, % at 15 µM | actives 0.67% (n = 360,000) | AID 602261;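 active means compounds whose normalised, plate-corrected inhibition of enzyme fluorescence in the single-dose primary screen is 50% or more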;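 further: 0% = DMSO with enzyme and 100% = substrate without enzyme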
E coli Lon inh = inhibitors of E. coli Lon protease. P0A9M0. purified E. coli Lon protease, fluorescence polarization. inhibition, % at 7.94 µM. actives 0.42% (n = 360,000). AID 602123; in the data active means inhibition above about 13%, passing the limit was not always enough;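 further: 0% = enzyme with probe and DMSO and 100% = no enzyme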
MsrA inh = inhibits bovine methionine sulfoxide reductase A; purified bovine MsrA, absorbance read-out; actives 0.75% (n = 360,000); inhibition, % at 15.5 µM; in the data active means inhibition above about 4.5%;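 further: 0% = vehicle wells with enzyme and 100% = reference inhibitor wells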
* = called active by the depositor; i = inactive; nt = no result given.

[1] COc1cccc(CCc2nnc(CCC(=O)NCCC3CCCCO3)o2)c1 (stereo not drawn)
[2] CCCN1CCC(NC(=S)Nc2ccc([N+](=O)[O-])cc2)CC1
[3] C=CCOc1ccc(/C(O)=C2/C(=O)C(=O)N(CCCn3ccnc3)C2c2ccco2)cc1 (stereo not drawn)
[4] O=C(Cn1cnc2ccccc2c1=O)N1CCN(Cc2ccc3c(c2)OCO3)CC1
[5] C=CCn1c(SCC(=O)NC(=O)NCc2ccco2)nc2sc(CC)cc2c1=O
assay / compound	1	2	3	4	5
MsrA act	-2	1	0	-12	-4
PABP1 MLLE inh	7	-2	0	-4	-16
CSN inh	-3	4	4	-3	10
TbMetRS inhib	-0.1	0.1	-0.2	-1.2	-0.4
Rin1 Abl inh	-1	-1	-1	3	4
Neddylation inh	i	i	i	i	i
FAS-TE inh	-7	-5	-5	-2	-3
E coli Lon inh	-4	2	-4	-3	-4
MsrA inh	-0.6	1.7	2.6	0.8	0.7

[6] CCc1nc(NCc2ccco2)c2oc3ccccc3c2n1
[7] CN(CC(=O)Nc1ccc(Cl)c(C(F)(F)F)c1)C(=O)c1cccc2cccnc12
[8] COc1ccccc1NC(=O)c1ccc(NC(=O)c2cc3c(s2)CCC3)cc1
[9] Nc1nnnn1/N=C/C(Br)=C/c1ccccc1
[10] CCCNC(=O)c1onc(CSc2cccc(OC)c2)c1C(=O)NCCC
assay / compound	6	7	8	9	10
MsrA act	3	-2	-5	-4	-3
PABP1 MLLE inh	-4	-1	-3	-6	-4
CSN inh	-7	0	-13	8	-7
TbMetRS inhib	0.1	-0.3	-0.6	0.6	-0.3
Rin1 Abl inh	-3	4	2	-4	1
Neddylation inh	i	i	i	i	i
FAS-TE inh	5	13	34	-4	-1
E coli Lon inh	2	-5	-9	9	-7
MsrA inh	-0.4	0.6	1.1	2.2	-0.2

[11] CCCCc1cc(=O)oc2cc(C)cc(OC(C)C(=O)NCc3ccccn3)c12 (stereo not drawn)
[12] CCN(CC)CCCN1C(=O)c2oc3ccccc3c(=O)c2C1c1cccc(OC)c1OC (stereo not drawn)
[13] Clc1ccc2c(c1)C=Nc1c(NCc3ccccc3)ncnc1O2
[14] O=C(c1ccccc1)c1ccc(C(=O)N2CCN(c3ccccc3O)CC2)cc1
[15] CN(C)/C=N/N(C)c1ncccc1[N+](=O)[O-]
assay / compound	11	12	13	14	15
MsrA act	-3	-3	3	-2	-2
PABP1 MLLE inh	2	-2	-3	-4	-4
CSN inh	3	4	4	0	1
TbMetRS inhib	0.4	0.0	-0.1	-0.1	-1.0
Rin1 Abl inh	-2	0	-2	-2	-4
Neddylation inh	nt	i	i	i	i
FAS-TE inh	8	-8	-4	8	-1
E coli Lon inh	1	0	5	-3	-10
MsrA inh	6.4*	0.6	-0.4	-0.5	1.0

[16] OCCC1CN(Cc2cnc(N3CCCC3)s2)CCN1Cc1ccccc1 (stereo not drawn)
[17] COc1ccccc1CNS(=O)(=O)c1ccc(Cl)s1
[18] C/C=C/C(=O)OCC(=O)Nc1ccc(OC)c(Cl)c1
[19] COc1ccc(C(=O)Nc2cccc(NC(=O)c3cccs3)c2)cc1
[20] CN(C)c1cc[n+](CC(=O)c2cccs2)cc1
assay / compound	16	17	18	19	20
MsrA act	-6	-1	-4	-1	-2
PABP1 MLLE inh	4	-2	5	4	1
CSN inh	-7	-1	-2	-5	2
TbMetRS inhib	-0.7	-0.3	-0.5	-0.2	-1.1
Rin1 Abl inh	0	2	-2	-2	-3
Neddylation inh	i	i	i	i	i
FAS-TE inh	-2	0	-11	10	-3
E coli Lon inh	-4	-1	-3	-5	-6
MsrA inh	1.3	0.6	-1.2	0.9	-0.6

[21] COc1ccc(Nc2nc(N)nc(CN(C)C3CCCCC3)n2)cc1
[22] COc1ccc(Cl)cc1C(=O)NNC(=O)CCNC(C)=O
[23] N#Cc1c(NC(=O)CSc2nc(-c3ccccc3)cc(C(F)(F)F)n2)sc2c1CCC2
[24] COc1ccc(NC2CS(=O)(=O)CC2NCc2ccccc2)cc1 (stereo not drawn)
[25] COC(=O)c1ccc2nc(-c3ccccc3)c(Cc3ccccc3OC)n2c1
assay / compound	21	22	23	24	25
MsrA act	0	-9	-2	-4	-4
PABP1 MLLE inh	-3	12	22	-6	-4
CSN inh	2	-1	1	-5	-1
TbMetRS inhib	-0.2	-1.3	0.0	-0.6	-1.0
Rin1 Abl inh	-2	0	-2	-1	4
Neddylation inh	i	i	i	i	i
FAS-TE inh	-5	-4	19	-4	5
E coli Lon inh	-3	6	-5	0	-13
MsrA inh	0.1	-0.1	0.0	0.1	0.5

[26] O=C(COC(=O)c1c[nH]c(=O)[nH]c1=O)Nc1ccccc1
[27] Cc1ccc(-n2c(CNc3ccc(F)cc3)nnc2SCC(N)=O)cc1
[28] Cc1ccc(-c2[nH]c(-c3ccccc3)nc2SCC(=O)NCC2CCCO2)cc1 (stereo not drawn)
[29] O=C1NC(Cc2ccc(O)cc2)c2nc3ccc(Br)cc3c(=O)n2-c2cc3ccccc3cc21 (stereo not drawn)
[30] CCCCOc1ccc(C2CC(=O)N(C)C2=O)cc1 (stereo not drawn)
assay / compound	26	27	28	29	30
MsrA act	0	-1	-1	-2	-11
PABP1 MLLE inh	-3	-19	14	3	3
CSN inh	2	-4	-1	-1	-5
TbMetRS inhib	-0.1	-0.7	0.2	1.0	-1.3
Rin1 Abl inh	-3	1	-5	0	2
Neddylation inh	i	i	i	i	i
FAS-TE inh	-11	0	-1	18	-5
E coli Lon inh	-8	5	-6	-4	-3
MsrA inh	0.5	0.5	1.4	0.6	-0.8

[31] CCS(=O)(=O)N1CCC(C(=O)Oc2ccccc2Cl)CC1
[32] C=C(NS(=O)(=O)c1ccc(C)cc1)C(=O)OC
[33] O=C(CSc1nnnn1-c1ccccc1)Nc1ncc(Cc2cc(Cl)ccc2Cl)s1
[34] Cc1ccc(Nc2nnc(SCC(=O)c3ccc(Br)s3)s2)c(C)c1
[35] CCOC(=O)c1sc(NC(=O)CSc2n[nH]c(-c3ccccc3)n2)c(C#N)c1C
assay / compound	31	32	33	34	35
MsrA act	-3	-3	3	-2	2
PABP1 MLLE inh	2	0	-9	-63	5
CSN inh	1	-2	-1	-3	6
TbMetRS inhib	-0.4	0.0	0.9	0.1	-0.1
Rin1 Abl inh	1	0	2	-2	0
Neddylation inh	i	i	i	i	i
FAS-TE inh	-6	-6	-5	10	-6
E coli Lon inh	-7	-3	-4	-7	-9
MsrA inh	2.8	0.4	0.2	1.1	2.6

[36] O=c1[nH]cnc2scc(C3COc4ccccc4O3)c12 (stereo not drawn)
[37] C/C=C/C(=O)Nc1nnc(-c2ccccc2C)s1
[38] COc1ccc(NC2=C(Cl)C(=O)N(CCc3ccccc3)C2=O)c(OC)c1
[39] OCC[C@@H]1C[C@H](O)[C@@H](O)[C@@]2(OCCCc3cc(Cl)ccc32)O1
[40] Clc1ccc(CNC23CN4CN(CN(C4)C2)C3)c(Cl)c1
assay / compound	36	37	38	39	40
MsrA act	0	-2	-7	-4	-8
PABP1 MLLE inh	3	-11	4	-9	-14
CSN inh	1	1	-7	-1	-8
TbMetRS inhib	-0.2	-0.6	-0.7	-0.6	0.1
Rin1 Abl inh	-3	-7	0	4	0
Neddylation inh	i	i	i	i	i
FAS-TE inh	4	-2	16	-8	-13
E coli Lon inh	5	5	7	2	1
MsrA inh	-0.1	0.9	3.0	0.5	-1.2

[41] CCn1c(SCC(=O)Nc2ccc3c(c2)OCO3)nnc1C(C)C
[42] Cc1cc2n(c(=O)c1C#N)CCCN2c1cccc(Cl)c1
[43] CCOC(=O)N/N=C1\CCc2ccccc21
[44] O=C1CC(c2ccc(O)cc2)Oc2cc(O)cc(O)c21 (stereo not drawn)
[45] O=C(NCc1ccccc1Cl)c1cccc(NC2=NC3CS(=O)(=O)CC3S2)c1 (stereo not drawn)
assay / compound	41	42	43	44	45
MsrA act	-3	-5	-2	-2	1
PABP1 MLLE inh	-2	0	23	-4	-111
CSN inh	1	-3	0	-4	2
TbMetRS inhib	0.2	-0.3	-0.4	0.3	-0.6
Rin1 Abl inh	-2	-4	-2	2	1
Neddylation inh	i	nt	i	i	i
FAS-TE inh	-4	-5	-13	-4	-3
E coli Lon inh	-7	0	-6	1	5
MsrA inh	0.5	6.9*	-0.7	1.1	0.3

[46] O=C(CCCC(=O)N/N=C\c1ccccn1)N/N=C\c1ccccn1
[47] O/N=C1/C2C3CC4C5C3C1C5C1(OCCO1)C42 (stereo not drawn)
[48] COc1ccc([C@H]2CC(=O)C=C(c3ccc(OC)nc3)C2)cc1
[49] CCOC(=O)C1=CC[C@H]2c3c(c4ccc(OC)cc4n3C)C(=O)C1N2S(=O)(=O)c1ccc(C)cc1
[50] O=C(c1ccco1)c1cn(CC(=O)N2CCCCC2)c2ccccc12
assay / compound	46	47	48	49	50
MsrA act	-4	-1	-5	1	-3
PABP1 MLLE inh	-14	2	-3	0	2
CSN inh	4	-5	0	3	-1
TbMetRS inhib	-0.9	-0.1	-0.2	-0.4	0.3
Rin1 Abl inh	-1	-1	1	0	0
Neddylation inh	i	i	i	nt	i
FAS-TE inh	-10	-3	6	17	-4
E coli Lon inh	-7	8	-1	19	-6
MsrA inh	-0.2	0.6	-0.1	-0.2	2.3

[51] CCNc1oc(-c2ccc(OC)cc2)nc1S(=O)(=O)c1ccc(Br)cc1
[52] CC(NC(=O)c1ccccc1F)c1nnc(SCC(=O)NC2=NCCS2)n1C (stereo not drawn)
[53] COc1ccc(CN2CC(=O)N3[C@H]4c5cc(C)ccc5OC[C@@H]4[C@H](c4ccccc4)[C@]3(C)C2=O)cc1
[54] Fc1ccc(-n2nnc(-c3ccccc3Br)n2)cc1
[55] FC(F)(F)c1cccc(Cc2noc(CN(Cc3ccccn3)CC3CCCO3)n2)c1 (stereo not drawn)
assay / compound	51	52	53	54	55
MsrA act	-2	-4	-3	-7	-2
PABP1 MLLE inh	0	-2	31	7	-1
CSN inh	2	5	-7	-1	4
TbMetRS inhib	-0.3	-0.2	-0.3	-1.1	-0.7
Rin1 Abl inh	0	2	-2	0	0
Neddylation inh	i	i	i	i	i
FAS-TE inh	22	-4	41	0	5
E coli Lon inh	-2	3	7	-2	-10
MsrA inh	-0.2	-0.4	0.0	0.2	0.5

Screens (PubChem)
